Compound activity deposited in PubChem BioAssay by The Scripps Research Institute Molecular Screening Center.
FBW7 activator = human FBW7 E3 ligase activation, primary screen | Q969H0 | AlphaScreen FBW7–phospho-cyclin E peptide binding, activator screen | normalized activity (activation), % at 26.1 µM | hit rate 0.13% among 650,000; in the data active = normalized activity above about 1.9%;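 note: purified mutant Fbw7 with reduced substrate affinity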
Target sequence (Q969H0 whole entry, looked up): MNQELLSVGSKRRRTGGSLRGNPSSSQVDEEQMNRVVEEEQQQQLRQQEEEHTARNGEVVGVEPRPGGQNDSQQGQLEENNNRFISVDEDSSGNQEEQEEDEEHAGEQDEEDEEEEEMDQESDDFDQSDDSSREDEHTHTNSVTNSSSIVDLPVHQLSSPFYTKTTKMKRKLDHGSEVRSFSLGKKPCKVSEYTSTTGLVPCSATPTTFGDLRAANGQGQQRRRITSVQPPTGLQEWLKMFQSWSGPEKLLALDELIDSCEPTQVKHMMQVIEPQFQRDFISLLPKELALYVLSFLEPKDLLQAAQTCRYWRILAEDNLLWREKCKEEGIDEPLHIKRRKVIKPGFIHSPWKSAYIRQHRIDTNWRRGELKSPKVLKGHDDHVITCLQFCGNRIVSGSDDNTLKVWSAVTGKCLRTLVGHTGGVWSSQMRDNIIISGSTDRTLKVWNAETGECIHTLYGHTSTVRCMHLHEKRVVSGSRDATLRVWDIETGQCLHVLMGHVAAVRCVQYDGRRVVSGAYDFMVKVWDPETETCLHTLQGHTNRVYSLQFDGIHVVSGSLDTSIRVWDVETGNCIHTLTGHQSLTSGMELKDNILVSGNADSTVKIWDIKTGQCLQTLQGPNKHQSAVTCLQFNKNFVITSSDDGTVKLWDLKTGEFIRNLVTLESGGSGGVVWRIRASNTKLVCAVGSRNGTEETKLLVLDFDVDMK
MITF inh = blocks human microphthalmia-associated transcription factor. O75030. AlphaScreen MITF homodimerization, bead proximity signal. inhibition, % at 2.6 µM. hit rate 0.91% among 650,000; in the data active = inhibition above about 50%;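 note: 0% = vehicle wells with protein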
TEAD-YAP block = TEAD-YAP interaction inhibition; hit rate 1.4% among 640,000; inhibition, % at 9.12 µM; HEK-TIYL cells, TEAD-Gal4/YAP UAS-luciferase luminescence; in the data active = inhibition above about 32%;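 note: 0% = median of test compound wells and 100% = reference inhibitor wells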
GPR151 ag = human GPR151 activation; AID 1508602; hit rate 1% among 650,000; activation, % at 11.2 µM; PathHunter beta-arrestin GPR151 cells, luminescence; Q8TDV0; in the data active = activation above about 4.9%;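 note: 0% = median of compound wells and 100% = cells with positive control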
Target sequence (Q8TDV0 whole entry, looked up): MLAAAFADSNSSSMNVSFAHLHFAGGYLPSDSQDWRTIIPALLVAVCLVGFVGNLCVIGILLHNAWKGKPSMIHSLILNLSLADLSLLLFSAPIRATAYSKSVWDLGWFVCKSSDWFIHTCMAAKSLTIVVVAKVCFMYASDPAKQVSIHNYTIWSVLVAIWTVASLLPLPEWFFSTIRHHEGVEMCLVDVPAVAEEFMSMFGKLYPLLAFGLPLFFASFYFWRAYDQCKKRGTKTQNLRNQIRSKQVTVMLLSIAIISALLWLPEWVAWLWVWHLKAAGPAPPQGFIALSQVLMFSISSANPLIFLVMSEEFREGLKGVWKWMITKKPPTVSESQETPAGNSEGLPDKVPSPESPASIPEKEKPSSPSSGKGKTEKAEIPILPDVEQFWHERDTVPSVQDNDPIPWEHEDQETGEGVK
* = called active by the depositor; · = not tested or not shown.

SMILES | FBW7 activator | MITF inh | TEAD-YAP block | GPR151 ag
CCOC(=O)c1c(CS(=O)(=O)c2ccccc2)n(C)c2cc(Br)c(O)cc12 | -0.1 | 8.7 | 7.1 | 0.4
CCOC(=O)c1cc2c(=O)n3cc(C)ccc3nc2n(CCN2CCOCC2)c1=N | 0.0 | 4.7 | -30.4 | -2.6
O=C(Cc1ccc([N+](=O)[O-])cc1)N1c2ccccc2Sc2ccc(C(F)(F)F)cc21 | 0.1 | -3.9 | -6.9 | 0.6
Cn1c(SCC(=O)N2CCc3ccccc3C2)nnc1C1CC1 | 0.0 | -4.2 | 3.9 | 0.3
COc1cccc(NC(=O)C(=O)N2CCCCC2)c1 | 0.8 | 2.1 | -55.4 | -4.4
CC(=O)Nc1cccc(-c2cnc(N3CCN(C)CC3)c3nccn23)c1 | -0.6 | 19.6 | -47.1 | -0.1
O=C(Nc1ccc(NC(=O)c2cc(S(=O)(=O)N3CCCCC3)ccc2Cl)cc1)c1ccccc1 | 0.0 | 16.2 | 7.6 | -0.9
Cc1ccc(CNC(=O)c2oc3ccc(S(=O)(=O)N4CCCC4)cc3c2C)cc1 | 0.0 | -28.8 | 2.6 | 0.3
COc1ccc(-c2nnc(NC(=O)c3ccc(Br)s3)o2)cc1 | -0.1 | -1.1 | 8.1 | -1.1
Cc1ccc(S(=O)(=O)Nc2ccccc2C(=O)Nc2nc3c(ccc4ccccc43)s2)cc1 | -0.1 | 0.8 | 7.9 | -0.4
O=C(Nc1cccc(Cl)c1Cl)c1cnc2sccn2c1=O | -0.1 | 4.6 | -61.6 | -0.3
CC(Nc1nc2nonc2nc1N1CCCC1)c1ccccc1 (configuration not stated) | 0.0 | 0.5 | -4.4 | 1.7

Rewritten as labelled records: entries from further up
CC(=O)Nc1cccc(-c2cnc(N3CCN(C)CC3)c3nccn23)c1
  FBW7 activator = -0.6	MITF inh = 19.6	TEAD-YAP block = -47.1	GPR151 ag = -0.1
COc1cccc(NC(=O)C(=O)N2CCCCC2)c1
  FBW7 activator = 0.8	MITF inh = 2.1	TEAD-YAP block = -55.4	GPR151 ag = -4.4

Other records:
SMILES | FBW7 activator | MITF inh | TEAD-YAP block | GPR151 ag
CCC(C)C1N=C2c3ccccc3N=C(SCC(=O)Nc3ccc(OC)cc3OC)N2C1=O (configuration not stated) | -0.3 | 13.0 | 0.4 | -2.0
O=S(=O)(c1ccc2c(c1)CCO2)N1CC=C(c2ccccc2)CC1 | 0.1 | -2.0 | 3.8 | 0.9
COc1ccnc(N2CCC(NCCc3ccccn3)CC2)n1 | -0.1 | 1.7 | 0.5 | 1.2
O=C(NCCCO)c1c(O)c2cccc3c2n(c1=O)CCC3 | 0.0 | 9.2 | 4.7 | 1.5
COc1ccc(OC)c(NC(=O)C(CCS(C)(=O)=O)NC(C)=O)c1 (configuration not stated) | -0.1 | -3.0 | 0.7 | 0.8
Cc1c(Cl)cccc1NC(=O)CCC(=O)NNC(=S)Nc1ccc(F)cc1 | 0.1 | 3.9 | -2.9 | 2.4
CC(=O)c1ccc(NS(=O)(=O)c2c[nH]c3ccc([N+](=O)[O-])cc23)cc1 | 0.1 | -11.3 | -5.4 | 0.3
Clc1ccc(Cl)c(Nc2nc(-c3ccc(-c4ccccc4)cc3)cs2)c1 | 0.1 | -1.1 | 0.8 | -1.3
COC(=O)c1ccc(NC(=O)c2cc(-c3ccccn3)nc3ccccc23)cc1 | 0.3 | 12.3 | -2.9 | 0.1
COc1cccc(Cn2ccn(Cc3ccccc3)c(=O)c2=O)c1 | 0.7 | 12.7 | -4.4 | 1.1
Cc1nc(SCCNC(=O)CC2C(=O)NCCN2CC2CCCCC2)n[nH]1 (configuration not stated) | -0.1 | -5.0 | -2.4 | 0.1
Cc1cc(C)n(-c2cccc(CN(C)Cc3nc(-c4ccccn4)no3)c2)n1 | 0.0 | -4.3 | 3.7 | 1.5
CN(C)CCSc1cc(-c2ccncc2)ccc1NC(=O)C1COc2ccc(F)cc2C1 (configuration not stated) | -0.4 | -3.0 | -5.0 | 1.1
CC(=O)NCc1c(C)ncc2c1CCN(C(=O)c1cccc(-c3cccc(F)c3)c1)C2 | 0.0 | -0.6 | -1.4 | 1.4
CCOC(=O)N1CCN(S(=O)(=O)c2ccc(F)c(C(=O)Nc3cccc(C)c3C)c2)CC1 | -0.1 | -5.2 | 14.8 | 0.6
COc1cc(Nc2nc(SCc3ccccc3F)nc3ccccc23)cc(OC)c1 | 0.0 | 3.6 | 2.2 | 0.7
COc1cc(COc2cc3oc(=O)c4c(c3cc2Cl)CCCC4)cc(OC)c1OC | 0.1 | 0.0 | -1.9 | 0.0
COc1cc(OC)cc(C(=O)Nc2sc3c(c2-c2nc4ccccc4s2)CCN(C(C)C)C3)c1 | 0.4 | -6.4 | -14.0 | -2.6
CN1/C(=C\C=N\n2cnnc2)C(C)(C)c2ccccc21 | 0.2 | 13.0 | 7.3 | -0.3
O=C1c2cccc([N+](=O)[O-])c2C(=O)N1c1ccc2ccccc2c1 | -0.1 | -11.0 | -5.8 | 0.4
CCNS(=O)(=O)c1cccc(C(=O)c2c(C)cc3ccccn23)c1 | 0.0 | 1.1 | 0.1 | -0.6
CC#CCC(C)[C@@H](O)/C=C/[C@@H]1[C@H]2C/C(=C\CCCC(=O)O)C[C@H]2C[C@H]1O (some centres not stated) | · | 0.3 | · | -1.8
CSc1cccc(NC(=O)Cn2nc(C)cc2C(=O)N2CCOCC2)c1 | 0.1 | 2.8 | 2.4 | -0.6
COc1ccc(NC(=O)c2ccc(NCCCN)c([N+](=O)[O-])c2)cc1 | 0.0 | 3.3 | -3.2 | 1.4
CC(Sc1n[nH]c(=O)n1-c1ccccc1)C(=O)Nc1nccs1 (configuration not stated) | -0.1 | -5.0 | -3.4 | -1.0
COc1ccc(NC(=O)N2CCN(c3cc(-n4ccnc4)ncn3)CC2)c(C)c1 | -0.2 | 4.8 | 5.0 | 0.9
O=C(CN1C(=O)c2ccccc2C1=O)Nc1cccc(C(=O)c2ccccc2)c1 | -0.1 | 6.6 | 4.0 | 1.7
COc1ccc(OC)c(/C=N/NC(=O)c2c(C)nc3cc(C)ccn23)c1 | -0.1 | 10.3 | 8.0 | 1.0
O=C(O)/C=C/C(=O)N1CCN(Cc2ccccc2)CC1 | 0.0 | -6.7 | 3.9 | 2.7
COc1ccc(-c2cn(-c3ccc(OC)cc3)c(SC)n2)cc1 | -0.3 | 16.9 | -80.1 | -0.5
COc1ccc(Cc2nnc(NC(=O)CC(C)C)s2)cc1 | 0.0 | 6.0 | -9.7 | -0.2
CC(=O)Nc1ccc(OC2OC(CO)C(O)C(O)C2NC(C)=O)cc1 (configuration not stated) | 1.4 | 12.3 | 7.2 | 1.5
COc1ccccc1OCCCCN1CC(C)OC(C)C1 (configuration not stated) | 0.2 | 19.2 | 7.0 | 0.1
COC(=O)c1c(C)oc2ccc(OC(=O)c3ccco3)cc12 | 0.1 | 10.9 | 2.2 | -1.2
O=C(CCCc1nnc2n3nc(-c4ccccc4)nc3c3ccccc3n12)N1CCOCC1 | 0.1 | -13.8 | -1.2 | -2.3
COc1ccc(-n2c(/C=C/N(C)C)c([N+](=O)[O-])c3ccc(O)c(CN(C)C)c32)cc1 | 0.2 | 5.4 | 37.6* | -0.6
COc1ccc(C(=O)CSc2nc3sc4c(c3c(=O)n2-c2ccc(Cl)cn2)CCCC4)c(F)c1 | 0.1 | 10.9 | -2.7 | 5.7*
O=C(CCC1(Cc2ccc3ccccc3c2)CCC(=O)N1)NCC1CCCO1 (configuration not stated) | 0.0 | -3.5 | 5.8 | -0.3
Cc1nc2nc(CN)nn2c(C)c1CCC(=O)Nc1ccc(Cl)cc1 | 0.6 | 14.8 | -0.1 | -1.1
c1ccc(-c2nn3cnnc3c3ccccc23)cc1 | -0.2 | 6.3 | -14.9 | 1.1
COc1cc(OC)c(S(=O)(=O)N2CCCc3ccccc32)cc1NC(C)=O | 0.0 | 10.6 | -2.9 | 6.1*
COc1ccc2nc(NC(=O)/C=C/c3ccc(Br)cc3)sc2c1 | 0.1 | 8.5 | 17.0 | 0.7
O=C(NC(c1ccccc1)c1cnccn1)C1CCN(C(=O)CCc2ccccc2)CC1 (configuration not stated) | 0.0 | 2.2 | -11.6 | -0.3
COC(=O)c1ccc2c(=O)n(-c3cc(C(F)(F)F)ccc3Cl)c(=S)[nH]c2c1 | 0.0 | 28.8 | 7.9 | 0.3
CN(CC(=O)Nc1cccc(F)c1)C(=O)CCCc1cccs1 | 0.2 | -18.2 | -2.2 | -0.4
CC(C)N(Cc1ccccc1)C(=O)c1cc(S(=O)(=O)N2CCCCC2)c[nH]1 | -0.1 | -0.4 | -4.1 | -2.0
Cc1nc(-c2cccnc2)sc1-c1ccc(SCc2ccc(Cl)cc2)nn1 | -0.1 | 2.3 | -2.0 | -0.5
Cc1cccc(Nc2ccc3c(cnn3-c3cccc(C(=O)NCCN4CCNCC4)c3)c2)c1Cl | -0.1 | -9.7 | 0.4 | 1.3
Cc1ncc(-c2ccc(F)cc2)c(C2CCCN(C(=O)c3cnn(-c4ccccc4)c3)C2)n1 (configuration not stated) | -0.1 | 8.8 | -6.2 | 3.8
O=C(Nc1ccc(Br)cn1)Nc1ccccc1C(F)(F)F | 0.2 | 2.8 | 3.4 | -0.3
CC(Oc1ccc(OCc2ccccc2)cc1)C(=O)NN (configuration not stated) | -0.3 | -3.4 | -15.1 | 0.9
O=C(O)CCc1n[nH]c(=S)[nH]c1=O | 0.5 | 12.4 | -2.1 | -0.5
COc1ccc(C(=O)NCCc2nnc3n2CCN(CCC(C)c2ccccc2)CC3)cc1 (configuration not stated) | 0.3 | 4.8 | -5.1 | 1.4
O=C(O)c1cccc2c1C(=O)c1ccccc1C2=O | 0.0 | -3.2 | -0.7 | 0.9
CCOC(=O)c1ccc(NC(=O)CC2SC(=O)NC2=O)cc1 (configuration not stated) | 0.4 | 8.9 | 3.8 | -0.7
CCCOc1ccc(/C=N/NC(=O)CC#N)c(OCCC)c1 | 0.1 | 15.3 | 7.7 | 0.3
Fc1ccccc1C1CC(c2ccc(Br)cc2)Nc2ncnn21 (configuration not stated) | 0.0 | 4.9 | -1.9 | 0.1
O=C(Nc1cccc(F)c1)Nc1ccnn1C1CCN(C(=O)C(=O)c2ccccc2)CC1 | 0.0 | -6.0 | -25.3 | 4.4
CC(=O)c1cccc(-c2cncc(C(=O)NCc3ccccc3)c2)c1 | 0.1 | 6.9 | 22.7 | 0.6
S=c1[nH]nc(-c2ccc(Br)cc2)n1Cc1ccco1 | 0.0 | -0.4 | -4.1 | 0.9
Carrying on:
SMILES | FBW7 activator | MITF inh | TEAD-YAP block | GPR151 ag
COc1cccc(CNC(=O)CC(NC(C)=O)c2ccccc2)c1 (configuration not stated) | -0.1 | 4.3 | 7.0 | 2.6
O=C(CSc1nnnn1-c1ccc(F)cc1)NNC(=O)c1ccco1 | 0.0 | 11.9 | -1.6 | 0.9
O=C(Nc1ccc(N2CCC(NCc3ccc4c(c3)OCO4)CC2)cc1)C1CCCC1 | -0.1 | -10.3 | -4.1 | -0.1
Cc1cccc(CN2C(=O)CSc3ccccc32)c1 | 0.0 | -10.9 | 1.8 | 0.3
COc1ccc(OC)c(NC(=O)c2cc(S(=O)(=O)NCc3ccco3)ccc2F)c1 | -0.2 | -8.8 | -14.4 | 0.9
O=C(Nn1cnc2ccccc2c1=O)c1ccc(Br)cc1 | 0.6 | 3.7 | -14.6 | -0.3
COc1ccccc1-c1nnc2sc(-c3cccnc3)nn12 | -0.1 | -11.4 | 4.7 | -0.1
COc1ccc(/C=C2\N=C(c3ccc([N+](=O)[O-])cc3Cl)OC2=O)c(OC)c1OC | -0.1 | -5.5 | 4.6 | 0.2
CC(=O)c1ccc(NC(=O)CNC(=O)C2CCCCC2)cc1 | 0.0 | -0.5 | -5.5 | 1.3
NC(=NC(=O)c1ccc(Cl)cc1)N1N=CCC1c1ccccc1 (configuration not stated) | 1.2 | -11.0 | 13.1 | 1.2
COc1ccc(NC(=O)C2=C(C)NC(=S)NC2c2ccccc2OC)c(OC)c1 (configuration not stated) | -0.2 | 9.9 | 7.0 | 1.7
CCOc1ccccc1NC(=O)C(=O)N1CCCCC1 | 0.3 | 16.7 | -5.2 | 1.9

Five compounds from above, reduced to TEAD-YAP block.
Structure	TEAD-YAP block
CC(=O)c1ccc(NS(=O)(=O)c2c[nH]c3ccc([N+](=O)[O-])cc23)cc1	-5.4
O=C(O)c1cccc2c1C(=O)c1ccccc1C2=O	-0.7
O=C(Nc1ccc(N2CCC(NCc3ccc4c(c3)OCO4)CC2)cc1)C1CCCC1	-4.1
COc1ccc(NC(=O)c2ccc(NCCCN)c([N+](=O)[O-])c2)cc1	-3.2
CC(=O)c1ccc(NC(=O)CNC(=O)C2CCCCC2)cc1	-5.5

The list goes on:
SMILES | FBW7 activator | MITF inh | TEAD-YAP block | GPR151 ag
COc1cccc(N2C(=O)NC(=O)/C(=C/c3cccc4ccccc34)C2=O)c1 | -0.1 | 17.4 | 0.1 | -1.1
COc1ccccc1C1SCCN1C(=O)c1cc2ccccc2oc1=O (configuration not stated) | 0.0 | 9.7 | -5.3 | -0.9
Cn1c(=O)cc(SCC(=O)NCCN2CCc3ccccc3C2)c2ccccc21 | -0.1 | -2.1 | -5.5 | 0.0
Cc1cccc(NC(=O)CN2C(=O)C3C4C=CC(C4)C3C2=O)c1C (configuration not stated) | 0.1 | 6.0 | 5.5 | -0.7
CC(C)n1cnc2c(Nc3ccccc3)nc(NCCN3CCOCC3)nc21 | 0.0 | 16.7 | -20.8 | -1.1
Brc1ccc(C2C=C(c3cccs3)Nc3nnnn32)cc1 (configuration not stated) | 0.5 | 20.2 | -11.1 | 0.9
CCn1c(CSCc2ccccc2)nnc1SCC(=O)Nc1nc(C)cs1 | -0.3 | -7.4 | 15.3 | -0.3
